Compound activity deposited in PubChem BioAssay by several laboratories.
PPC-1+TRAIL kill: compounds killing PPC-1 cancer cells with TRAIL present (potentiator screen, no TRAIL-free arm) | PPC-1 cells + TRAIL, ATPLite viability luminescence | cell killing (% activity), % at 4 µM | 220,000 compounds, 0.41% hits;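 active = cell killing above 50% in the first pass at 4 µM, then a duplicate retest at 5 µM averaging 50% or more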;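 note: plate controls were cells with TRAIL plus DMSO for no effect and medium-only wells lacking cells for full effect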
BaF3 tox: counter-screen for JAK2V617F inhibitors: parental Ba/F3 viability inhibitors; CellTiter-Glo ATP luminescence; inhibition, % at 5.6 µM; 220,000 compounds, 1.1% hits;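 active = inhibition above a per-campaign cutoff, the mean inhibition of all tested compounds plus 3 SD, cut at about 27% in these data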;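 note: 0% = DMSO wells and 100% = JAK Inhibitor I control wells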
NCF1 inh: inhibitors of human p47phox binding | 220,000 compounds, 0.53% hits | P14598 | p47phox/p22phox peptide binding, fluorescence polarization, 2 h | inhibition, % at 24.7 µM;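 active = inhibition above about 30%, limit read from the data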;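 note: 0% = p47phox with labelled peptide and 100% = labelled peptide alone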
Target sequence (P14598 whole entry, looked up): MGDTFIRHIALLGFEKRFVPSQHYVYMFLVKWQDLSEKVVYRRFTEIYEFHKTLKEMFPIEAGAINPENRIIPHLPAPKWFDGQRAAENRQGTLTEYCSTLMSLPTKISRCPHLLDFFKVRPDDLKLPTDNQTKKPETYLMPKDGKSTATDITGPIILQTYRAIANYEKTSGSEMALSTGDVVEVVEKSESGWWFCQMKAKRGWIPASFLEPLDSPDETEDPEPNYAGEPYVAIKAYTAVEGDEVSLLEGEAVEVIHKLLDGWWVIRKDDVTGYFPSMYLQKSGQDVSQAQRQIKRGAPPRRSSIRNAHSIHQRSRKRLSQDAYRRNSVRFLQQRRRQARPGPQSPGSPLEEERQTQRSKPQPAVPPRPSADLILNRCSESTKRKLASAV
p97 ATPase inh: human p97 ATPase inhibition | P55072 | recombinant p97 ATPase, Kinase-Glo ATP luminescence, 3 h | inhibition, % at 8 µM | 220,000 compounds, 0.42% hits | AID 1481; in the data active = inhibition above about 15%;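 note: 0% = DMSO vehicle and 100% = wells lacking enzyme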
PGE2 EP2 inh: inhibitors of human EP2 prostaglandin E2 receptor; C6 glioma cells expressing human EP2, cAMP TR-FRET; cells stimulated with saturating PGE2; inhibition, % at 25 µM; AID 1422; 260,000 compounds, 0.52% hits; P43116;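 active = percent inhibition above 40 after rounding to a whole number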;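 note: rat C6 glioma host cells with rolipram phosphodiesterase inhibitor present; the protocol text gives 20 µM as final concentration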
Target sequence (P43116 whole entry, looked up): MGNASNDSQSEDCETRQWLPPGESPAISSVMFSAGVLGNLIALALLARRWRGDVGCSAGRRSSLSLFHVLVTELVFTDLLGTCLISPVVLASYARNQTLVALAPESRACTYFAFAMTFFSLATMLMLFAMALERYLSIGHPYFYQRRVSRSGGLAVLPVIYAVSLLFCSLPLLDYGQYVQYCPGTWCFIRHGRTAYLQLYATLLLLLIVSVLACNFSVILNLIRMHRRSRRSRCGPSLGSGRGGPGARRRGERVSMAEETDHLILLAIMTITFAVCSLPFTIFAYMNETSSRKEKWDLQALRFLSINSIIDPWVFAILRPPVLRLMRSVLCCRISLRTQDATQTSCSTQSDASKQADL
Ba/F3 V617F tox: loss of viability in JAK2V617F-driven Ba/F3 cells. AID 1446. 220,000 compounds, 1.1% hits. Ba/F3 EpoR-JAK2V617F viability, ATP luminescence. inhibition, % at 5.6 µM;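 active = inhibition above the campaign mean plus 3 SD over all tested compounds, cut at about 24% in these data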;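 note: cytokine-independent growth of Ba/F3 cells driven by EpoR plus mutant JAK2; 0% = DMSO-treated cells and 100% = JAK inhibitor I control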
TbHK1 inh: T. brucei hexokinase 1 inhibition. recombinant TbHK1, G6PDH-coupled NADH A340. inhibition, % at 10 µM. 220,000 compounds, 0.11% hits. AID 1430;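 active = inhibition of 50% or more in the single-dose primary screen; inactive = inhibition below 50%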
RBBP9 inhibitor: inhibitors of human serine hydrolase RBBP9; 220,000 compounds, 0.2% hits; O75884; AID 1515; inhibition, % at 7.94 µM; recombinant RBBP9, FP-Rh probe fluorescence polarization;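 active = inhibition above the campaign mean of all tested compounds plus 3 SD, cut at about 14% in these data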;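 note: plate controls were DMSO wells with RBBP9 for no effect and wells lacking RBBP9 protein for full effect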
Target sequence (O75884 whole entry, looked up): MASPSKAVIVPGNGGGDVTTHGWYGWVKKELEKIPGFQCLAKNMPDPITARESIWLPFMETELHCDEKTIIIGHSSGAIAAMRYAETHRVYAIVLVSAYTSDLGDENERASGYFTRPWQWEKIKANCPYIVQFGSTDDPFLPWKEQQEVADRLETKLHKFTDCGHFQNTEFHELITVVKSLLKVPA
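System: RBBP9 protein / Quantity: 2.5 µM RBBP9 dispensing solution, before mixing / Also added: Serine-hydrolase probe FP-Rh, 375 nM pre-mixing / Dosing: 7.94 µM single dose, 0.794% DMSO / Timing: enzyme-compound preincubation 30 min, then probe labeling 45 min, 25 °C / Signal: FP readout at 525/598 nm / Controls: DMSO-treated enzyme wells and wells lacking RBBP9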
Furin inhibitor: human furin inhibition. P09958. purified furin, fluorogenic substrate cleavage. inhibition, % at 30 µM. 220,000 compounds, 0.061% hits. AID 463115; in the data active = inhibition above about 25%; note: inactives centre near -15
An asterisk follows results filed as active; / = not tested or not shown; & = joins results of further samples; [ ] = remark or other dose.

#1 CC1CCCN(C(=O)C2CCCN(S(=O)(=O)c3cccc4nsnc34)C2)C1 (stereo not given)
#2 O=S(=O)(c1ccccc1)C(/C=N\O)/C=C/c1ccccc1 (stereo not given)
#3 Cc1cccc(N2C(=O)C(CC(=O)Nc3cccc(F)c3)N(CCc3ccncc3)C2=O)c1 (stereo not given)
#4 Cc1cc(NC(=O)c2cc(-c3ccc(O)cc3)on2)no1
#5 COc1ccc([C@@H]2C[C@H](c3ccccc3)Oc3cc(C)cc(C)c32)cc1
#6 CN1C(=O)C2(C(C#N)=C(N)Oc3n[nH]c(-c4ccc(Cl)cc4)c32)c2ccccc21 (stereo not given)
#7 Cc1cc(N2CCN(C)CC2)nc2ccc(NC(=S)NC3CC3)cc12
#8 Cc1cc2ccccc2n2c(SCC(=O)Nc3ccc(S(=O)(=O)N4CCC(C)CC4)cc3)nnc12
assay / compound	1	2	3	4	5	6	7	8
PPC-1+TRAIL kill	31	-10	5	7	19	24	13	7
BaF3 tox	1	0	4	1	/	0	9	3
NCF1 inh	-6	-5	-11	-5	-11	-5	-9	-3
p97 ATPase inh	3	-2	-3	6	/	-1	2	6
PGE2 EP2 inh	9	12	4	14	15	23	3	7
Ba/F3 V617F tox	-3	4	2	-4	/	0	2	-1
TbHK1 inh	-7	7	-7	-10	-16	0	-20	-18
RBBP9 inhibitor	12	-12	-3	1	/	1	2	1
Furin inhibitor	-16[20 µM]	-24	-19	-8	-24	-20	-15	-19

#9 CN(C)c1cc[n+](Cc2ccccc2)cc1
#10 CCOC(=O)C1CCCN(C(=S)Nc2ccc(OC)cc2)C1 (stereo not given)
#11 CCC(C)C(NC(=O)c1ccccc1NC(=O)c1ccco1)C(=O)NNC(=O)c1ccc(OC)cc1 (stereo not given)
#12 CC1CN(c2nc3ccccn3c(=O)c2/C=C(\C#N)C(=O)N2CCOCC2)CC(C)O1 (stereo not given)
#13 CCCN1C(=O)c2cc(C(=O)Nc3ccccc3OC)ccc2C1Nc1ccccc1OC (stereo not given)
#14 COc1ccc2c(N)c(C(=O)NN)[nH]c2c1
#15 O=C(NNC(=O)c1cccc(S(=O)(=O)N2CCc3ccccc32)c1)c1ccccc1
#16 COc1ccc(NC(=O)c2ccc3c(=O)n(-c4ccc(OC)cc4OC)c(=S)[nH]c3c2)cc1
assay / compound	9	10	11	12	13	14	15	16
PPC-1+TRAIL kill	3	-8	13	15	22	8	12	18
BaF3 tox	66*	5	-1	-3	0	3	8	2
NCF1 inh	5	-5	3	10	-7	-125	-3	-17
p97 ATPase inh	3	-4	10	8	3	6	1	10
PGE2 EP2 inh	21	2	7	8	8	6	7	6
Ba/F3 V617F tox	87*	3	-3	-3	0	-2	6	-2
TbHK1 inh	-2	2	-7	-22	-10	-19	0	-2
RBBP9 inhibitor	-8	-8	-2	-2	-12	-7	-9	-11
Furin inhibitor	-8	-22	-12	-6	-3	-25	-26	-17

Sorted by number of heavy atoms (largest number first): 8 of the compounds above.
#11 CCC(C)C(NC(=O)c1ccccc1NC(=O)c1ccco1)C(=O)NNC(=O)c1ccc(OC)cc1 (stereo not given)
#8 Cc1cc2ccccc2n2c(SCC(=O)Nc3ccc(S(=O)(=O)N4CCC(C)CC4)cc3)nnc12
#16 COc1ccc(NC(=O)c2ccc3c(=O)n(-c4ccc(OC)cc4OC)c(=S)[nH]c3c2)cc1
#15 O=C(NNC(=O)c1cccc(S(=O)(=O)N2CCc3ccccc32)c1)c1ccccc1
#6 CN1C(=O)C2(C(C#N)=C(N)Oc3n[nH]c(-c4ccc(Cl)cc4)c32)c2ccccc21 (stereo not given)
#7 Cc1cc(N2CCN(C)CC2)nc2ccc(NC(=S)NC3CC3)cc12
#10 CCOC(=O)C1CCCN(C(=S)Nc2ccc(OC)cc2)C1 (stereo not given)
#9 CN(C)c1cc[n+](Cc2ccccc2)cc1
assay / compound	11	8	16	15	6	7	10	9
PPC-1+TRAIL kill	13	7	18	12	24	13	-8	3
BaF3 tox	-1	3	2	8	0	9	5	66*
NCF1 inh	3	-3	-17	-3	-5	-9	-5	5
p97 ATPase inh	10	6	10	1	-1	2	-4	3
PGE2 EP2 inh	7	7	6	7	23	3	2	21
Ba/F3 V617F tox	-3	-1	-2	6	0	2	3	87*
TbHK1 inh	-7	-18	-2	0	0	-20	2	-2
RBBP9 inhibitor	-2	1	-11	-9	1	2	-8	-8
Furin inhibitor	-12	-19	-17	-26	-20	-15	-22	-8

(listing goes on)
#17 CCOC(=O)C1=C(O)/C(=C/c2ccc(OCC(=O)O)c(OCC)c2)SC1=Nc1ccc(OC)cc1
#18 COc1ccc2c(CC(=O)Nc3ccc(OC)nc3)coc2c1
#19 O=C(CN(Cc1ccco1)C(=O)c1ccccc1)Nc1ccc(Cl)c(Cl)c1
#20 CC(C)CSC1=NSC2=NC(=O)/C(=C\c3coc4ccccc4c3=O)C(=N)N12
#21 Nc1nnc(-c2cccnc2)s1
#22 Cc1cccc(NC(=O)CCC(=O)Nc2nnc(C(F)(F)F)s2)c1
#23 COC/C=C/C1=CC2=CC(=O)C(C)(OC(=O)c3cnc4ccccc4n3)C(=O)C2=CN1C(CO)CO (stereo not given)
#24 Cc1ccc(C(C)C)cc1OCCOCCN1CCCC1
assay / compound	17	18	19	20	21	22	23	24
PPC-1+TRAIL kill	-2	5	4	7	-2&8	2	6	-10
BaF3 tox	2	7	8	5	8&4	-7	/	5
NCF1 inh	-53	35*	-14	-73	7&1	-3	-3	2
p97 ATPase inh	-2	0	-8	5	-6&6	-3	/	-6
PGE2 EP2 inh	4	7	14	9	7&20	11	5	15
Ba/F3 V617F tox	-2	0	0	0	8&-5	-2	/	4
TbHK1 inh	21	-7	-1	2	9&-8	-14	-41	2
RBBP9 inhibitor	-9	-11	-11	-12	1&1	-13	/	-1
Furin inhibitor	-1	-25	-19	-15	-1&-10	-13	-13	1[20 µM]

#25 CN(C)c1ccc(NC(=S)N(CCc2ccccc2)C2CC(=O)N(c3c(Cl)cccc3Cl)C2=O)cc1 (stereo not given)
#26 Cc1nc(C(=O)O)nn1-c1cc(Cl)ccc1Cl
#27 Cc1nc2ncnn2c(Nc2ccc3c(c2)OCO3)c1Cc1ccccc1
#28 c1ccc(CN2CCC3(CC2)Nc2ccccc2S3)cc1
#29 CC1(C)CC(=O)C(N=Nc2cc(Cl)c(Cl)c(Cl)c2)=C(O)C1
#30 Cc1cc(C(=O)COC(=O)c2cccn2C)c(C)n1Cc1ccco1
#31 CCNC(=O)CC1SC(=Nc2ccc(C)cc2)N(CC)C1=O (stereo not given)
#32 CC(NC(=O)CCC(=O)N1CCN(S(=O)(=O)c2ccc(Cl)cc2)CC1)c1ccccc1 (stereo not given)
assay / compound	25	26	27	28	29	30	31	32
PPC-1+TRAIL kill	-10	14	11	-10	6	38[5 µM]	12	17
BaF3 tox	11	5	8	-2	-1	11	0	6
NCF1 inh	-29	-6	-4	-11	-6	-8	-4	-5
p97 ATPase inh	1	2	3	-1	6	0	0	-1
PGE2 EP2 inh	16	2	5	11	16	13	12	6
Ba/F3 V617F tox	-1	-1	-1	-5	-4	0	-4	3
TbHK1 inh	-5	-6	-3	-4	-30	-1	3	29
RBBP9 inhibitor	-7	1	-3	1	2	5	-6	-7
Furin inhibitor	-9[20 µM]	-33	-25	-26	3[20 µM]	-19	-12[20 µM]	-5

#33 O=C(C1CCCN(Cc2ccc3c(c2)OCO3)C1)N1CCCC1 (stereo not given)
#34 COc1ccccc1C1C2CCCCC2(O)CCN1CC(=O)Nc1ccccc1 (stereo not given)
#35 Cc1nn(Cc2ccc(Cl)cc2)c(C)c1NC(=O)CCCn1nc([N+](=O)[O-])c(Cl)c1C
#36 COc1ccccc1N1C(=O)C2C3C=CC(C3)C2(C)C1=O (stereo not given)
#37 COc1ccc(-n2nc(C(=O)Nc3cc(OC)c(OC)c(OC)c3)c3ccccc3c2=O)c(OC)c1
#38 O=S(=O)(c1cc(Cl)ccc1Cl)N1CCN(Cc2ccc3c(c2)OCO3)CC1
#39 C=C1C(=O)C=C2CN(C(=O)c3ccccc3)[C@@](Cc3ccc(F)cc3)(C(=O)OC)[C@@H]12
#40 COc1cccc(NC(=O)N2CCCC2C(=O)NC(C)C)c1 (stereo not given)
assay / compound	33	34	35	36	37	38	39	40
PPC-1+TRAIL kill	11	17	16	-16	14	-11	13	11
BaF3 tox	-3	1	5	6	8	7	92*	3
NCF1 inh	-2	-13	-7	-14	/	-6	-15	-16
p97 ATPase inh	-8	-1	-6	1	6	-13	8	-1
PGE2 EP2 inh	6	8	8	11	4	4	92*	9
Ba/F3 V617F tox	-1	-3	3	-1	0	3	97*	0
TbHK1 inh	-6	0	4	5	-16	-8	-3	1
RBBP9 inhibitor	-2	4	-1	-8	-1	-11	-7	-8
Furin inhibitor	-25	-21	6	-18	-29	-6	-19	-16[20 µM]

#41 O=C(CNC(=S)N(Cc1ccccc1)Cc1ccccc1F)NCCc1ccc(Cl)cc1
#42 O=C(NCc1ccco1)c1cc(-c2ccncc2)nc2ccccc12
#43 Cc1cc(Nc2cccc(Cl)n2)n(-c2ccccc2)n1
#44 CCc1ccc(-n2c(SCC(=O)Nc3cccc(S(=O)(=O)NC4=NCCCCC4)c3)nc3ccccc3c2=O)cc1
#45 Oc1c(C=C2N=c3ccccc3=N2)sc(=S)n1C1CCCCC1
#46 CCS(=O)(=O)N1CCCC(C(=O)NCCCOC)C1 (stereo not given)
#47 CCOCCN1CCN(c2c3c(nc4cc(-c5ccc(F)cc5)nn24)CCC3)CC1
#48 CC(=O)Oc1ccc2oc(=O)c3c(c2c1)CCCN3C(=O)CN1CCOCC1
assay / compound	41	42	43	44	45	46	47	48
PPC-1+TRAIL kill	1	-9	0	16	8&0	0	24	7
BaF3 tox	5	1	0	4	-3&4	1	3	5
NCF1 inh	-9	-6	-1	-21	4&-9	-4	-6	7
p97 ATPase inh	0	-6	-5	8	4&5	5	-6	6
PGE2 EP2 inh	3	3	10	6	7&8	6	2	1
Ba/F3 V617F tox	-3	3	4	0	-3&-1	-4	0	1
TbHK1 inh	6	-10	-3	3	0&-2	8	-12	-26
RBBP9 inhibitor	-21	-5	-8	-10	-3&5	-6	-1	-5
Furin inhibitor	-3	-13	-9	-10	-14&-11	-15	-8	-9

#49 CN(C(=O)COc1ccc(Br)cc1Cl)C1CCCCC1
#50 CC1CC(C)CN(C(=O)c2ccc(NC(=O)c3ccc(=O)[nH]c3)cc2)C1 (stereo not given)
#51 Cc1cnc(C(=O)OCC(=O)N(Cc2ccccc2)C(C)C)cn1
#52 NS(=O)(=O)c1cccc(NC(=O)c2cncc(Br)c2)c1
#53 COc1ccc(-c2c(C#N)c(N)nc3sc(C(=O)c4ccc(C)cc4)c(N)c23)cc1
#54 O=C(NNC(=O)c1cc2cc(OC(F)(F)F)ccc2[nH]1)c1cccc(C(F)(F)F)c1
#55 CC1CCCN(CCCCOc2cccc(Br)c2)C1 (stereo not given)
assay / compound	49	50	51	52	53	54	55
PPC-1+TRAIL kill	-11	22	17	6	1	2	-6
BaF3 tox	4	6	2	-7	3	1	4
NCF1 inh	-14	3	2	2	-17	-6	-3
p97 ATPase inh	-1	7	-9	5	6	-1	6
PGE2 EP2 inh	11	9	1	9	19	5	8
Ba/F3 V617F tox	1	-4	4	-1	-3	4	0
TbHK1 inh	-6	2	6	-9	-6	-6	24
RBBP9 inhibitor	-4	-2	-13	-5	-9	-6	5
Furin inhibitor	-24	-17	-16	-27	-20	-11	-16

Only part of the results is shown; rates above refer to the full screens.
